NTR1 agonist = NTR1-driven beta-arrestin-GFP spot formation – imaging, U2OS cells, high content, primary screen (AID 493036). agonist mode. activation, % at 20 µM. 330,000 tested, 0.17% active;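 active = activation at or above 40% of the spot to cytoplasm intensity ratio, with at least 20 cells analyzed; inconclusive = wells under 20 cells, flagged as cytotoxic or low count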;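 also: 0% = DMSO without peptide and 100% = 100 nM NTR1 peptide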
Target sequence (P30989 whole entry, looked up): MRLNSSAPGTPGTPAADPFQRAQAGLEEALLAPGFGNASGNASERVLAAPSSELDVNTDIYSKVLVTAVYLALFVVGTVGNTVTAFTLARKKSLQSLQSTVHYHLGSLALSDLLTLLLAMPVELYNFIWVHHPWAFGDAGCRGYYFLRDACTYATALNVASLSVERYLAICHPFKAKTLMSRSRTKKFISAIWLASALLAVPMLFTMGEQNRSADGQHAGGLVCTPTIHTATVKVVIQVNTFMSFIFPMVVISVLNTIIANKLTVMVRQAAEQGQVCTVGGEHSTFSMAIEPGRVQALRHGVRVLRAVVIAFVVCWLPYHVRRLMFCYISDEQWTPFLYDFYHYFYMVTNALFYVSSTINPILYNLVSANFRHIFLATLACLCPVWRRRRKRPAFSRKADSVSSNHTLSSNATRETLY
GPR35 antagonists = inhibition of zaprinast-stimulated GPR35 beta-arrestin translocation – imaging, U2OS, beta-arrestin-GFP, zaprinast agonist, primary screen (AID 2058); 290,000 tested, 0.052% active; U2OS GPR35 beta-arrestin-GFP translocation imaging, zaprinast antagonism; higher % means a stronger effect; inhibition, % at 10 µM, or IC50 in µM where a hit was titrated;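 active = inhibition of at least 50% with at least 30 cells and total cytoplasm GFP at most 10,000,000; inconclusive = under 30 cells or total GFP of 10,000,000 plus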
NS5 inhibitors = flavivirus cap methylation enzyme inhibition – biochemical, confirmation dose response, primary screen (AID 588689); inhibition, % at 25 µM; hits with a dose series show IC50 in µM; 340,000 tested, 0.3% active; Dengue-2 NS5 methyltransferase capping enzyme assay, biochemical; higher % means a stronger effect; in the data active = a potency from the dose series; inconclusive = inhibition above about 29% without an active follow-up result
Rac1 GTP hydrolysis = MgcRacGAP GTPase-activating activity inhibitors, confirmation, biochemical, ADP Hunter fluorescence; MgcRacGAP-stimulated Rac1 GTP hydrolysis, ADP Hunter fluorescence; higher % means a stronger effect; GST-tagged Rac1 F28L mutant substrate; inhibition, % at 30 µM; hits with a dose series show IC50 in µM; 340,000 tested, 0.6% active;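 active = first-screen hits whose inhibition reached a set limit at any dose in the follow-up dose series; inconclusive = inhibition above the set first-screen limit but never retested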;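 also: fluorescence reports GDP produced by GAP-driven GTP hydrolysis; strong numbers were not always called active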
GPR55 beta-arrestin = selective activators of receptor GPR55 – imaging, U2OS cells, beta-arrestin-GFP redistribution, primary screen (AID 1961); 290,000 tested, 0.048% active; U2OS GPR55 beta-arrestin-GFP redistribution imaging; higher % means a stronger effect; activation, % at 10 µM, or EC50 in µM where a hit was titrated;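 active = activation above 40% with more than 50 cells counted in the well; inconclusive = wells holding fewer than 50 cells, flagged as toxic or sparse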;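 also: U2OS osteosarcoma cells stably expressing GPR55 and beta-arrestin-GFP; plate controls were DMSO negative control for no effect and LPI positive control for full effect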
AID2073 = inhibitors of Mint1-CaV2.2 protein interaction, biochemical, HTRF (AID 2073). HTRF protein-protein interaction, Mint1-CaV2.2; higher % means a stronger effect. inhibition, % at 20 µM, or IC50 in µM where a hit was titrated. 290,000 tested, 0.19% active; in the data active = inhibition mostly above about 51%, no sharp cut-off; inconclusive = no clear call, values can overlap the other calls; inactive = mostly below about 53%; also: some results filed as inactive read as strong as hits
Yfh1-depleted yeast = mitochondrial function rescue without frataxin homolog – Friedreich's ataxia, plus single-dose screen, dose response (AID 1465). S. cerevisiae Yfh1-off respiration, WST-1 reduction, 72 h; higher fold induction means a stronger effect. one-dose fold induction at 50 µM; EC50 in µM for titrated hits. 220,000 tested, 0.074% active;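 active = fold induction of absorbance versus untreated yeast above a set limit, then at least 30% activation at any dose in follow-up; inconclusive = repeats straddling the limit, or above it without dose testing; inactive = fold induction below the set limit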;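 also: activators that raise dye reduction in frataxin-depleted yeast; strong numbers were not always called active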
SV40 large T antigen = SV40 large T antigen inhibitors, biochemical (AID 1903); SV40 large T antigen ATPase/helicase inhibition assay; higher % means a stronger effect; 310,000 tested, 0.39% active; one-dose inhibition, % at 20 µM; IC50 in µM for titrated hits; in the data active = a potency from the dose series; inconclusive = inhibition mostly from about 32% at the one dose, without a potency; inactive = the rest, 99 in 100 with inhibition below about 32%; also: strong numbers were not always called active
GPR55 antagonists = GPR55 antagonists blocking LPI-driven arrestin recruitment, primary screen, imaging, U2OS, beta-arrestin-GFP, LPI agonist (AID 2013); U2OS GPR55 beta-arrestin-GFP translocation imaging, LPI antagonism; higher % means a stronger effect; inhibition, % at 10 µM; hits with a dose series show IC50 in µM; 290,000 tested, 0.13% active;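 active = spots per cell inhibited over 60%, with over 100 cells counted and total cytoplasm intensity under 500,000; inconclusive = wells with under 100 cells, flagged as likely toxic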;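 also: U2OS cells stably carrying GPR55 and arrestin-GFP stimulated by 5 µM LPI near EC80; imaged beta-arrestin-GFP aggregate spots per cell after agonist stimulation; plate controls were LPI-stimulated DMSO wells for no effect and DMSO wells without LPI for full effect; some results filed as inactive read as strong as hits; confirmed hits need IC50 under 10 µM and bright autofluorescent wells are also inconclusive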
NTR1 agonist cell count 20 µM = also measured in NTR1 agonist; calls as there; cell count; measured here: cell count, cytotoxicity flag
NS5 inhibitors pilot replicate = second read-out of NS5 inhibitors, no call of its own (marks repeat the call); inhibition, %; measured here: pilot screen replicate inhibition
Starred values were filed as active, the others as inactive; i = inactive; u = inconclusive; x = no result given.

SMILES	NTR1 agonist	NTR1 agonist cell count 20 µM	GPR35 antagonists	NS5 inhibitors	Rac1 GTP hydrolysis	GPR55 beta-arrestin	AID2073	Yfh1-depleted yeast	SV40 large T antigen	GPR55 antagonists	others
CC(C)NC[C@@H](O)c1ccc(O)c(O)c1	3.5	57	-5%	-4%	3%	0.1%	-4%	i	u	-12%
O=C(CCCCCn1c(=S)[nH]c2ccc(N3CCOCC3)cc2c1=O)NC1CCN(Cc2ccccc2)CC1	4.4	53	-15%	1%	15%	-0.3%	u	i	1%	29%
O=C(CSc1ccc(-c2ccc(F)cc2)nn1)N1CCOCC1	0.8	50	-20%	5%	3%	-0.3%	-6%	i	0%	3%
Cc1cc(C)c2nc(NNC(=O)c3ccc(S(=O)(=O)N4CCCCC4)cc3)sc2c1	8.3	61	-10%	-1%	2%	-0.2%	12%	i	7%	1%
COc1cc(C2NC(=O)NC(c3ccccc3)=C2C(C)=O)c(Cl)cc1OCC(=O)O (stereo not drawn)	-0.2	92	-4%	-8%	5%	-0.3%	-1%	i	9%	9%
COc1ccc(CN2CCc3cc(OC)c(OC)cc3C2)cc1O	-2.2	95	-7%	-3%	31%	0.4%	-5%	i	5%	3%
CCOC(=O)CSc1nc2ccccc2n2cnnc12	0.0	44	6%	-3%	5%	-0.2%	1%	i	13%	-1%
Cc1cccc(C)c1NC(=O)CN(C)C(=O)c1cc([N+](=O)[O-])ccc1N1CCOCC1	0.0	47	9%	-2%	9%	-0.1%	-2%	x	17%	-5%
CCOC(=O)N1CCC(Nc2c(NCCN3CCN(c4cccc(Cl)c4)CC3)c(=O)c2=O)CC1	-3.0	101	7%	0%	-3%	-0.1%	-1%	i	0%	7%
O=S(=O)(NC1c2cccc3cccc(c23)C1Sc1ncccn1)c1ccccc1 (stereo not drawn)	6.2	39	5%	-6%	8%	0.8%	4%	i	16%	3%
CNC(=O)/C(C#N)=C/c1cn(CC(=O)NCc2ccco2)c2ccccc12	-0.6	59	2%	-5%	6%	-0.3%	-6%	i	8%	-3%
O=C(COC(=O)c1ccccc1Cl)Nc1ccc2[nH]c(=O)[nH]c2c1	-0.5	46	x	2%	13%	x	x	x	16%	x
COC(=O)c1ccccc1NC(=O)Nc1cccnc1	0.1	30	3%	3%	15%	0.1%	5%	i	19%	16%
O=C(NNC(=O)c1ccc(Cl)s1)c1csc(N2CCOCC2)n1	-0.8	53	x	3%	6%	x	x	x	16%	x
O=C(CN1CCN(C(=O)C2COc3ccccc3O2)CC1)Nc1ccc(F)cc1 (stereo not drawn)	-0.2	53	-2%	x	x	0.2%	7%	i	1%	1%
O=C(COC(=O)/C=C/c1ccccc1)Nc1ccccc1Br	3.7	54	-8%	-6%	10%	-0.3%	0%	i	0%	4%
COC(=O)c1cn(NC(=O)Cc2c(F)cccc2Cl)c(=O)c2ccccc12	-1.4	52	-8%	0%	-5%	0.0%	13%	i	12%	-2%
CCCCSc1nnc2c(n1)[nH]c1ccccc12	2.4	65	-3%	3%	1%	0.0%	4%	i	0%	2%	NS5 inhibitors pilot replicate=-3.0
CCOc1ccc(CN2CCCC(N3CCN(c4ccc(OC)cc4)CC3)C2)cc1 (stereo not drawn)	2.2	30	-4%	x	26%	-0.4%	-2%	x	8%	1%
Cc1sc(NC(=O)c2ccc(OCC(C)C)cc2)c(C(N)=O)c1-c1ccc(Cl)cc1Cl	0.0	57	11%	4%	6%	-0.1%	30%	i	15%	24%

Three compounds drawn at random from the list so far:
SMILES	NTR1 agonist	NTR1 agonist cell count 20 µM	GPR35 antagonists	NS5 inhibitors	Rac1 GTP hydrolysis	GPR55 beta-arrestin	AID2073	Yfh1-depleted yeast	SV40 large T antigen	GPR55 antagonists	others
CCCCSc1nnc2c(n1)[nH]c1ccccc12	2.4	65	-3%	3%	1%	0.0%	4%	i	0%	2%	NS5 inhibitors pilot replicate=-3.0
O=S(=O)(NC1c2cccc3cccc(c23)C1Sc1ncccn1)c1ccccc1 (stereo not drawn)	6.2	39	5%	-6%	8%	0.8%	4%	i	16%	3%
O=C(COC(=O)/C=C/c1ccccc1)Nc1ccccc1Br	3.7	54	-8%	-6%	10%	-0.3%	0%	i	0%	4%

Structural class, the compounds so far containing an aryl methoxy group (3)
SMILES	NTR1 agonist	NTR1 agonist cell count 20 µM	GPR35 antagonists	NS5 inhibitors	Rac1 GTP hydrolysis	GPR55 beta-arrestin	AID2073	Yfh1-depleted yeast	SV40 large T antigen	GPR55 antagonists	others
COc1cc(C2NC(=O)NC(c3ccccc3)=C2C(C)=O)c(Cl)cc1OCC(=O)O (stereo not drawn)	-0.2	92	-4%	-8%	5%	-0.3%	-1%	i	9%	9%
COc1ccc(CN2CCc3cc(OC)c(OC)cc3C2)cc1O	-2.2	95	-7%	-3%	31%	0.4%	-5%	i	5%	3%
CCOc1ccc(CN2CCCC(N3CCN(c4ccc(OC)cc4)CC3)C2)cc1 (stereo not drawn)	2.2	30	-4%	x	26%	-0.4%	-2%	x	8%	1%

The listing picks up, repeating the 2 entries before the break.
SMILES	NTR1 agonist	NTR1 agonist cell count 20 µM	GPR35 antagonists	NS5 inhibitors	Rac1 GTP hydrolysis	GPR55 beta-arrestin	AID2073	Yfh1-depleted yeast	SV40 large T antigen	GPR55 antagonists	others
CCOc1ccc(CN2CCCC(N3CCN(c4ccc(OC)cc4)CC3)C2)cc1 (stereo not drawn)	2.2	30	-4%	x	26%	-0.4%	-2%	x	8%	1%
Cc1sc(NC(=O)c2ccc(OCC(C)C)cc2)c(C(N)=O)c1-c1ccc(Cl)cc1Cl	0.0	57	11%	4%	6%	-0.1%	30%	i	15%	24%
CC1(C)Cc2c(c(=S)nc(-c3ccccc3)n2CCN2CCOCC2)CO1	0.2	92	-5%	-9%	7%	0.0%	-5%	i	1%	12%
CCCn1c(=O)c(/C(N)=N/O)nn(-c2cccc(C(F)(F)F)c2)c1=O	0.4	40	5%	-9%	0%	-0.2%	-2%	i	2%	0%
Cc1ccc(CNC(=O)CCOc2ccc(C(C)(C)C)cc2)cc1	1.1	93	10%	-10%	5%	0.2%	-4%	i	21%	2%
N/C(Cc1nc2ccccc2s1)=N\O	0.9	42	3%	1%	13%	0.2%	-6%	i	7%	-7%
COc1ccc(C)cc1-n1c(N)c(C#N)c(C#N)c1-c1ccc(OC)c(OC)c1OC	-0.8	43	0%	-9%	8%	-0.2%	-3%	i	0%	17%
Fc1ccc(-c2nnc3ccc(N4CCCC4)nn23)cc1	1.0	52	-9%	-3%	3%	-0.1%	41%	i	4%	-3%
Cc1ccc2c(COn3nnc4ccc(S(=O)(=O)N(C)C)cc43)cc(=O)oc2c1C	x	x	-15%	x	x	-0.1%	0%	i	4%	10%
CN1/C(=C/c2cc[n+](C)c3ccccc23)C=Cc2ccccc21	x	x	-9%	12%	31%	0.0%	-41%	i	18%	14%
COc1ccc2oc(=N)c(C(=O)Nc3ccc(Br)cc3)cc2c1	0.6	66	0%	-5%	1%	-0.1%	11%	x	13%	10%
COc1ccccc1NC(=O)N[C@@H](Cc1c[nH]c2ccccc12)C(=O)NN	-0.9	93	10%	3%	-1%	0.0%	2%	x	0%	1%
Cc1nc(NCCO)c(C#N)c2c1COC(C)(C)C2	0.5	64	13%	0%	8%	0.2%	-3%	i	12%	6%
CCOc1ccc(N(CC(=O)Nc2ccccc2)S(C)(=O)=O)cc1	-2.3	53	6%	-12%	13%	-0.2%	-13%	i	4%	4%
Cc1ccc(-c2nc3ccccc3c(=O)n2NC(=S)N(C)C)cc1	-0.3	65	-2%	-1%	7%	0.6%	-16%	i	-1%	24%
COC(=O)CCC(=O)OC1(C)C(=O)C2=CN(CCN3CCOCC3)C(c3ccc(OC)cc3)=CC2=C(Br)C1=O (stereo not drawn)	-1.0	52	-16%	x	x	-0.1%	41%	i	25%	7%
O=C(CCCC(=O)OCC(=O)c1ccc(Cl)cc1)NC1CCCCC1	0.3	58	7%	1%	-8%	-0.1%	-3%	x	4%	46%
Cn1c(=O)c2c(nc(CN3CCN(C(c4ccccc4)c4ccccc4)CC3)n2CCCO)n(C)c1=O	2.6	99	-28%	-4%	-2%	-0.1%	2%	x	1%	-10%
Cc1ccn2c(C(=O)N/N=C\c3ccc4c(c3)OCO4)c(C)nc2c1	-1.0	44	10%	-5%	10%	-0.3%	-2%	i	11%	-1%
COc1ccccc1-n1cc([C@@H]2C[C@H]3CN(c4ccccc4)C(=O)[C@]34CCCN24)cn1	0.0	45	18%	x	x	0.3%	13%	i	2%	10%
Cc1cccc(-n2c(C)cc(/C=N/NC(=O)c3cccc([N+](=O)[O-])c3C)c2C)c1	2.0	36	-8%	-6%	5%	-0.1%	-4%	i	6%	17%
OC1(c2ccccc2)CN(c2ccccc2)C2=[N+]1CCS2 (stereo not drawn)	6.8	59	-3%	-5%	8%	-0.3%	10%	i	16%	9%

Structures shown so far containing a thiophene ring, fused or not (two):
SMILES	NTR1 agonist	NTR1 agonist cell count 20 µM	GPR35 antagonists	NS5 inhibitors	Rac1 GTP hydrolysis	GPR55 beta-arrestin	AID2073	Yfh1-depleted yeast	SV40 large T antigen	GPR55 antagonists	others
O=C(NNC(=O)c1ccc(Cl)s1)c1csc(N2CCOCC2)n1	-0.8	53	x	3%	6%	x	x	x	16%	x
Cc1sc(NC(=O)c2ccc(OCC(C)C)cc2)c(C(N)=O)c1-c1ccc(Cl)cc1Cl	0.0	57	11%	4%	6%	-0.1%	30%	i	15%	24%

Next part.
SMILES	NTR1 agonist	NTR1 agonist cell count 20 µM	GPR35 antagonists	NS5 inhibitors	Rac1 GTP hydrolysis	GPR55 beta-arrestin	AID2073	Yfh1-depleted yeast	SV40 large T antigen	GPR55 antagonists	others
O=C(COC(=O)CNC(=O)c1cccc([N+](=O)[O-])c1)Nc1nc2ccccc2s1	-2.3	47	6%	-7%	6%	0.1%	-5%	i	9%	-8%
O=C(O)c1cc(-c2ccco2)[nH]n1	-4.3	96	-14%	7%	3%	-0.1%	17%	i	17%	0%
CCN1CCN(C(c2ccc(OC)cc2)c2nnnn2Cc2ccc3c(c2)OCO3)CC1 (stereo not drawn)	-0.4	38	1%	-8%	-2%	-0.1%	-5%	i	6%	0%
COc1cc(C#N)ccc1OCC(=O)c1ccc2c(c1)OCCO2	0.5	54	-2%	0%	6%	0.3%	-2%	i	2%	-11%

Compound activity as filed in PubChem.
